# Screening results deposited in PubChem by Broad Institute.
# Tcruzi prolif = T. cruzi intracellular proliferation inhibitors, primary screen, cell-based, beta-gal Tulahuen parasites, NIH3T3 host, luminescence | T. cruzi beta-gal in NIH3T3, GalScreen luminescence, 90 h | inhibition, % at 8.34 µM | 77,000 tested, 5.9% active;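 active = mean inhibition above about 93%, with at least 55% of replicates each passing it, limit read from the data, passing the limit was not always enough; inconclusive = only one of those two conditions holds; inactive = neither condition holds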
# KDM4C inh = inhibitors of GASC-1 (KDM4C) histone demethylase, primary screen, biochemical, single concentration HTS; AID 720574, 2013; Lysine-specific demethylase 4C (Homo sapiens), Q9H3R0; GST-KDM4C 2-372, H3K9me3 peptide, LANCE TR-FRET; 96,000 tested, 0.15% active; inhibition, % at 12.5 µM;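 active = mean replicate inhibition above about 25%, with at least 55% of replicates also reaching it, limit read from the data, passing the limit was not always enough; inconclusive = only one of those two conditions met; inactive = neither condition met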
# Target sequence (Q9H3R0 2-372 limits assumed): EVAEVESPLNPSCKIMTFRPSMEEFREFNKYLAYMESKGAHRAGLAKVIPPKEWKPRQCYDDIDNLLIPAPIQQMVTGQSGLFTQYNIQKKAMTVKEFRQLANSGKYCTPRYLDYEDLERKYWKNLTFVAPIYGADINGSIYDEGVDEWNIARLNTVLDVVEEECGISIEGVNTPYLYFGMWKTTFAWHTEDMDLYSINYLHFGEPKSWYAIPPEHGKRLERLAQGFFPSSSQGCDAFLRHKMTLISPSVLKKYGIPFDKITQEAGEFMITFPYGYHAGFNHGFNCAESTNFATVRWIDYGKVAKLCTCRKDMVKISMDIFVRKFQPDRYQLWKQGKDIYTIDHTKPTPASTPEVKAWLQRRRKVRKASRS
#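 Material: GST-tagged GASC-1 (JMJD2C) catalytic fragment, aa 2-372. Input: enzyme final amount 10 nM. Medium: HEPES buffer, pH 7.5, plus ascorbate. Reagent: H3K9me3 peptide substrate, Fe(II), 2-oxoglutarate. Doses: single dose. Times: reaction 30 min RT, detection step 1 h RT. Measured by: LANCE TR-FRET. Evaluation: Fall in 671/618 emission ratio as inhibition.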
# Pf Dd2 growth = P. falciparum Dd2 growth inhibitors, primary screen, SYBR Green fluorescence, single dose replicates | AID 1159554, 2015 | activity change, % at 10 µM | 72 h; active compounds read low | 94,000 tested, 2.3% active; in the data active = activity change below about -80%; inconclusive = no clear call, values can overlap the other calls
# C diff HTS = C. difficile growth inhibitors, primary screen, HTS; Clostridium difficile clinical isolate growth, OD600, 24 h; active compounds read low; growth activity, negative = inhibition, % at 16 µg/mL (by protocol); 86,000 tested, 0.25% active; AID 1259249, 2017;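 active = mean growth activity at or below -80% and every replicate also at or below -80%; inconclusive = mean at or below -80% but some replicate above -80%; inactive = mean growth activity above -80%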;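 also: 0% = DMSO wells and -100% = levofloxacin 16 µg/mL wells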
# Numbers without * were called inactive; ? = inconclusive; nt = not tested or not shown; & = joins results of further samples.
# Results follow in this order: Tcruzi prolif	KDM4C inh	Pf Dd2 growth	C diff HTS
- COC(=O)[C@H]1[C@H](CO)[C@H]2Cn3c(ccc(C4=CCCC4)c3=O)[C@H]2N1C(=O)Cc1cccnc1
  -45	-2.5	nt	-5
- CN1c2ccc(-c3ccc(F)cc3)cc2[C@H]2[C@H](CCN2S(=O)(=O)c2cccc(F)c2)[C@@H]1CO
  35	-0.5	3	5
- CO[C@H]1CN(C)C(=O)c2ccc(NC(=O)C3CCCCC3)cc2OC[C@@H](C)N(C)C[C@H]1C
  -27	-0.2	13	-4
- CN(C)C(=O)c1ccc(-c2ccc3c(c2)[C@@H]2[C@@H](CCN2S(=O)(=O)c2cn(C)cn2)[C@H](CO)N3)cc1
  63	-1.8	22	-7
- CCC(=O)N1C[C@@H](O)COC[C@@H]2O[C@H](CC(=O)NC)CC[C@H]21
  -6	0.8	-4	5&-5
- C[C@H](CO)N1C[C@H](C)[C@H](CN(C)C(=O)Nc2ccc3c(c2)OCO3)OCCCC[C@H](C)Oc2ccc(NC(=O)c3ccccc3)cc2C1=O
  63	-1.2	-77	-4
- CO[C@@H]1CN(C)C(=O)c2cc(NC(=O)C3CCOCC3)ccc2OC[C@@H](C)N(Cc2nccs2)C[C@H]1C
  -65	-0.2	0	nt
- C[C@H](CO)N1C[C@H](C)[C@H](CN(C)C(=O)C2CCCCC2)OCc2cnnn2CCCC1=O
  -7&-25	0.3	28&13	3
- C[C@H]1CN([C@@H](C)CO)C(=O)CCCn2nncc2CO[C@@H]1CN(C)C(=O)c1ccncc1
  -1	1.6	0	-5
- CN(C)C(=O)C[C@H]1CC[C@H]2[C@@H](COC[C@@H](O)CN2C(=O)C2CCCC2)O1
  -18	-0.4	52	10&-4
- O=C(NCC[C@@H]1CC[C@H](NS(=O)(=O)c2cccc(F)c2)[C@H](CO)O1)C1CCCC1
  nt	36*	-17	1
- CCC(=O)N(C)C[C@H]1Oc2cc(C#CC(C)(C)O)ccc2S(=O)(=O)N([C@@H](C)CO)C[C@@H]1C
  -15	0.4	-5	-3
- COc1ccc(NC(=O)Nc2ccc3c(c2)C(=O)N([C@@H](C)CO)C[C@H](C)[C@H](CN(C)C(=O)Nc2ccc4c(c2)OCO4)O3)cc1
  4	1.6	32	-9
- O=C(C[C@H]1CC[C@@H](NC(=O)NC2CCCCC2)[C@H](CO)O1)NCc1ccccc1
  -17	-0.9	15	-1
- COc1ccc(NC(=O)N(C)C[C@H]2Oc3ccc(NC(=O)CCC(F)(F)F)cc3CC(=O)N([C@@H](C)CO)C[C@@H]2C)cc1
  -23	-0.4	7	-1
- O=C(C[C@@H]1C[C@H]2c3cc(NC(=O)NC4CCCCC4)ccc3O[C@H]2[C@H](CO)O1)NCC(F)(F)F
  24	0.8	0	nt
- C[C@H]1CN([C@@H](C)CO)C(=O)c2cc(C#Cc3ccccc3F)cnc2O[C@H]1CN(C)C(=O)C1CCC1
  84	-1.5	-35	0
- C[C@@H]1CN([C@@H](C)CO)C(=O)c2cc(C#CC3(O)CCCC3)cnc2O[C@H]1CN(C)S(=O)(=O)c1cccc(F)c1
  42	1.1	-21	2
- C[C@H](CO)N1C[C@H](C)[C@H](CN(C)C(=O)c2ccccc2)Oc2ncc(C#Cc3ccccc3)cc2C1=O
  nt	0.2	-78	0
- Cc1noc(C)c1NC(=O)Nc1ccc2c(c1)C(=O)N([C@H](C)CO)C[C@H](C)[C@H](CN(C)S(=O)(=O)c1ccccc1)O2
  -25	2.4	-10	nt
- CN1C(=O)c2cc(NC(=O)Nc3ccc(F)cc3)ccc2OC[C@H]2O[C@H](CC(=O)NC3CCC3)CC[C@@H]21
  26	0.8	1	-4
- C[C@H](CO)N1C[C@H](C)[C@@H](CN(C)Cc2ccc(C(F)(F)F)cc2)OCCCC[C@H](C)Oc2ccc(N(C)C)cc2C1=O
  108*	-1.4	-20	19
- Cc1ccc(S(=O)(=O)N[C@H]2CC[C@H](CCn3cc(C4CCCC4)nn3)O[C@H]2CO)cc1
  nt	0.7	-19	-2
- COc1cccc(CN(C)C[C@H]2OCc3ccccc3-c3c(n(C)c4ccccc34)C(=O)N([C@H](C)CO)C[C@H]2C)c1
  nt	-0.4	-88*	19
- C[C@@H]1CCCCO[C@@H](CN(C)Cc2ccc(C(F)(F)F)cc2)[C@H](C)CN([C@@H](C)CO)C(=O)c2cc(NC(=O)NC3CCCCC3)ccc2O1
  ?	-1.3	-10	-3
- O=C(c1ccncc1)N1CC(=O)N2[C@H](C1)[C@@H](c1ccc(-c3cccnc3)cc1)[C@@H]2CO
  nt	0.3	-86*	-1
- C[C@H](CO)N1C[C@H](C)[C@@H](CN(C)C(=O)NC2CCCCC2)Oc2ccc(NC(=O)C3CCCCC3)cc2C1=O
  -107	0.1	7	4
- O=C(C[C@@H]1C[C@@H]2c3cc(NC(=O)Nc4ccc(F)cc4)ccc3O[C@@H]2[C@H](CO)O1)NCC1CC1
  -5	-1.8	-3	-2
- COCC#Cc1ccc([C@H]2[C@@H](CO)N3C(=O)CN(C(=O)C4CCOCC4)C[C@@H]23)cc1
  nt	0.6	19	1
- C[C@@H]1CN([C@H](C)CO)C(=O)c2cc(C#CCC3CCCC3)cnc2O[C@@H]1CN(C)C(=O)CN(C)C
  nt	0.0	-51	4

# Next part, starting with the last 2 of the part before.
# Results follow in this order: Tcruzi prolif	KDM4C inh	Pf Dd2 growth	C diff HTS
- COCC#Cc1ccc([C@H]2[C@@H](CO)N3C(=O)CN(C(=O)C4CCOCC4)C[C@@H]23)cc1
  nt	0.6	19	1
- C[C@@H]1CN([C@H](C)CO)C(=O)c2cc(C#CCC3CCCC3)cnc2O[C@@H]1CN(C)C(=O)CN(C)C
  nt	0.0	-51	4
- CCC(=O)N[C@@H]1C=C[C@@H](CC(=O)NCc2ccc(OC)cc2)O[C@@H]1CO
  34	-0.3	-3	nt
- CC(=O)N1[C@H](CO)[C@@H](c2ccccc2)[C@@H]1CNC(=O)CN1CCOCC1
  5	1.3	32	1
- C[C@H](CO)N1C[C@H](C)[C@@H](CN(C)C(=O)Nc2ccccc2)Oc2ccc(N(C)C)cc2C1=O
  nt	nt	9	3
- CCCNC(=O)Nc1ccc2c(c1)C(=O)N(C)C[C@H](OC)[C@H](C)CN(C(=O)C1CCOCC1)[C@H](C)CO2
  -25	-0.3	-35	nt
- CN1C(=O)c2cc(NC(=O)C3CC3)ccc2OC[C@@H]2O[C@@H](CC(=O)NCc3ccccc3F)CC[C@@H]21
  nt	6.0	14	-2
- COc1ccc2c3c([nH]c2c1)[C@H](CO)NCC31CCN(C(=O)Cc2cccnc2)CC1
  nt	11	-22	5
- CC(C)NC(=O)Nc1ccc2c(c1)CC(=O)N([C@@H](C)CO)C[C@H](C)[C@H](CN(C)C(=O)Nc1ccc(C(F)(F)F)cc1)O2
  nt	-0.2	3	-1
- C[C@H](CO)N1C[C@H](C)[C@@H](CN(C)CC2CC2)Oc2ccc(NS(C)(=O)=O)cc2CC1=O
  -31	1.6	32	-3
- COc1ccc(C#Cc2cnc3c(c2)C(=O)N([C@H](C)CO)C[C@H](C)[C@H](CN(C)C(C)=O)O3)cc1
  110*	-0.2	-5	5
- Cc1noc(C)c1S(=O)(=O)Nc1ccc2c(c1)CC(=O)N([C@H](C)CO)C[C@@H](C)[C@@H](CN(C)S(=O)(=O)c1ccc(Cl)cc1)O2
  73	-1.4	2	5
- C[C@@H]1CCCCO[C@H](CN(C)Cc2ccc(C(=O)Nc3ccccc3N)cc2)[C@@H](C)CN([C@H](C)CO)C(=O)c2cc(NS(C)(=O)=O)ccc2O1
  27	-1.1	-69	1
- Cc1noc(C)c1S(=O)(=O)Nc1ccc2c(c1)C(=O)N([C@@H](C)CO)C[C@H](C)[C@H](CN(C)S(=O)(=O)c1c(C)noc1C)OCCCC[C@@H](C)O2
  -27	1.1	-45	2
- CO[C@H]1CC[C@@H]2CCOc3c(C#N)cccc3C(=O)N(C)CCCC(=O)N(C)C[C@H]1O2
  21	-2.0	8	nt
- CCCC#Cc1ccc([C@@H]2[C@H]3CN(Cc4cncnc4)CCCCN3[C@H]2CO)cc1
  91	1.8	5	-2
- CCC(=O)N1CC(=O)N2[C@H](CO)[C@@H](c3ccc(-c4cccnc4)cc3)[C@@H]2C1
  nt	0.2	8	2
- CNC[C@H]1Oc2cc(C#CCN(C)C)ccc2S(=O)(=O)N([C@@H](C)CO)C[C@@H]1C
  18	2.5	-21	8
- COc1cccc(CNC(=O)C[C@H]2CC[C@H]3[C@H](COc4ccc(NC(C)=O)cc4C(=O)N3C)O2)c1
  18	0.0	13	19
- CCCNC(=O)N1CC2(CCN(S(=O)(=O)c3ccccc3)CC2)c2c(n(C)c3cc(OC)ccc23)[C@@H]1CO
  nt	-1.6	-59	-24
- CN1C(=O)c2cc(NC(=O)c3cnccn3)ccc2OC[C@H]2O[C@@H](CC(=O)O)CC[C@H]21
  12	-0.6	0	-1
- C[C@H]1CN([C@@H](C)CO)C(=O)c2cccc(NS(C)(=O)=O)c2O[C@H]1CN(C)S(=O)(=O)c1cccs1
  26	1.2	-7	nt
- CCCNC(=O)N(C)C[C@@H]1Oc2ncc(-c3ccccc3F)cc2C(=O)N([C@@H](C)CO)C[C@H]1C
  nt	-1.8	-14	2
- CCCC#Cc1ccc2c(c1)O[C@H](CN(C)CC1CCOCC1)[C@@H](C)CN([C@H](C)CO)S2(=O)=O
  nt	2.2	-11	5
- C[C@H](CO)N1C[C@H](C)[C@H](CN(C)C(=O)Nc2ccccc2)Oc2ccc(NC(=O)CCC(F)(F)F)cc2C1=O
  32	-0.8	11	1
- C[C@@H]1CN([C@H](C)CO)C(=O)Cc2cc(NC(=O)Cc3cn(C)c4ccccc34)ccc2O[C@H]1CN(C)C(=O)Nc1ccc(C(F)(F)F)cc1
  37	-2.8	-5	-3
- CC(C)C#Cc1ccc2c(c1)O[C@H](CN(C)C(=O)c1ccccn1)[C@@H](C)CN([C@@H](C)CO)S2(=O)=O
  55	-0.1	-41	3
- CN(C)C(=O)[C@H]1[C@H](CO)[C@H]2Cn3c(ccc(-c4ccccc4)c3=O)[C@@H]1N2Cc1ccccn1
  -3	1.1	nt	0
- O=C(C[C@@H]1CC[C@H](NS(=O)(=O)c2ccccc2)[C@H](CO)O1)N1CCc2ccccc2C1
  -13	0.8	-7	-7
- O=C(NCC1CC1)[C@H]1[C@H](CO)[C@H]2Cn3c(ccc(-c4ccccc4F)c3=O)[C@@H]1N2Cc1ccncc1
  29	1.0	7	-6
- Cc1ccc(S(=O)(=O)Nc2ccc3c(c2)C(=O)N([C@@H](C)CO)C[C@@H](C)[C@@H](CN(C)S(=O)(=O)c2c(C)noc2C)OCCCC[C@@H](C)O3)cc1
  98*	0.3	-26	5
- C[C@@H]1CN([C@@H](C)CO)C(=O)c2cccc(NC(=O)C3CC3)c2O[C@@H]1CN(C)CC1CC1
  nt	0.4	9	1

# Reprinted from the part before: 2 entries, followed by the next part.
# Results follow in this order: Tcruzi prolif	KDM4C inh	Pf Dd2 growth	C diff HTS
- Cc1ccc(S(=O)(=O)Nc2ccc3c(c2)C(=O)N([C@@H](C)CO)C[C@@H](C)[C@@H](CN(C)S(=O)(=O)c2c(C)noc2C)OCCCC[C@@H](C)O3)cc1
  98*	0.3	-26	5
- C[C@@H]1CN([C@@H](C)CO)C(=O)c2cccc(NC(=O)C3CC3)c2O[C@@H]1CN(C)CC1CC1
  nt	0.4	9	1
- O=S(=O)(N[C@@H]1CC[C@H](CCn2cc(-c3cccnc3)nn2)O[C@H]1CO)c1ccccc1
  2	1.9	-13	-2
- C[C@@H]1CN([C@H](C)CO)C(=O)c2cc(NC(=O)C3CCCCC3)ccc2O[C@@H](C)CCCCO[C@H]1CN(C)Cc1ccncc1
  103*	-0.2	-12	-4
- CCC(=O)N1[C@@H]2CN(S(=O)(=O)c3ccccc3F)c3ccccc3[C@@H]2[C@@H]1CO
  -6	1.3	-2	2
- C[C@@H]1CN([C@H](C)CO)C(=O)c2cc(NS(=O)(=O)c3cccs3)ccc2O[C@@H](C)CCCCO[C@H]1CN(C)S(=O)(=O)c1cccs1
  28	-1.6	-52	-1
- O=C(C[C@H]1C=C[C@@H](NS(=O)(=O)c2ccc(F)cc2)[C@@H](CO)O1)N1CCC(Cc2ccccc2)CC1
  66	-1.0	-32	-1
- C[C@@H]1CN([C@H](C)CO)C(=O)c2ccccc2-c2ccccc2CO[C@@H]1CN(C)S(=O)(=O)c1ccccc1C#N
  38	0.2	19	4
- C[C@@H]1CCCCO[C@@H](CN(C)Cc2ccc(C(=O)O)cc2)[C@H](C)CN([C@@H](C)CO)C(=O)c2cc(NC(=O)C3CCCCC3)ccc2O1
  -9	-0.3	11	-1
